Assay outcomes: PubChem, National Center for Advancing Translational Sciences (NCATS)
GLP1R inv ag = qHTS of GLP-1 Receptor Inverse Agonists (Inhibition Mode); HEK293 GLP-1R CRE-luciferase, luminescence, 24 h; GLP-1R form is constitutively active; Potency, µM (highest dose often 38.3 µM), without a hit: at the top dose activity change, negative = inhibition, most hits filed as inhibitors; 410,000 tested, 1.6% active; further: potency means the concentration at half of the fitted maximal effect; on the % scale 0 is the no-effect control and ±100 the full control effect; nearly all actives have a fitted effect of over 55% in size
Target sequence (P43220 whole entry, looked up): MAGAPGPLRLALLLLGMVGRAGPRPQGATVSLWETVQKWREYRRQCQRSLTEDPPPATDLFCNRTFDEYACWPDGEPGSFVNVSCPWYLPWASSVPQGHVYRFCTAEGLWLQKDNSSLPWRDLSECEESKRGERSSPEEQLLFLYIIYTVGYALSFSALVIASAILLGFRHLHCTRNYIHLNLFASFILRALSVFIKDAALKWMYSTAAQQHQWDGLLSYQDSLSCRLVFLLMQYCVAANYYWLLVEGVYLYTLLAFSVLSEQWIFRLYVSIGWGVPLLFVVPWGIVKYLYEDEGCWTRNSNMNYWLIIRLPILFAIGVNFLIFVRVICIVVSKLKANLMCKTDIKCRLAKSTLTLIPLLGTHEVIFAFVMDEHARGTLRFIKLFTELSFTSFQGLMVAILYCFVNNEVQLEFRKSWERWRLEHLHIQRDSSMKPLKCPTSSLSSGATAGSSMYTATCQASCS
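Luminescence readout: a drop in cAMP-driven luciferase signal flags inverse agonism at a constitutively active GLP-1R stably expressed in HEK293. Compound exposure lasted 24 hr at 37 deg C, 5% CO2.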
MmCpn inh = Inhibitors of TCP-1 ring complex (TRiC) of Methanococcus maripaludis (MmCpn): qHTS; Chaperonin Mm-Cpn (Methanococcus maripaludis); purified Mm-Cpn ATPase, ADP Transcreener TR-FRET; Potency, µM (series often up to 76.9 µM), inactives show top-dose activity, negative = inhibition, hits mostly inhibitors; 330,000 tested, 0.031% active; AID 504842, 2011; further: potency means the concentration at half of the fitted maximal effect; on the % scale 0 is the no-effect control and ±100 the full control effect; nearly all actives have a fitted effect of over 80% in size
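TR-FRET (320 nm excitation; 590 and 665 nm emission) reports ADP made from 10 uM ATP by 25 nM enzyme; compounds were preincubated 10 min, reaction run 30 min, both at 37°C.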
HEK293 tox = qHTS of GLP-1 Receptor Inverse Agonists: Cytotox Screen; HEK293 cAMP-luciferase reporter cells, luminescence, 24 h; Potency, µM (titrated, usually from 38.3 µM), without a hit: at the top dose activity change, negative = inhibition, most hits filed as inhibitors; 410,000 tested, 0.13% active; AID 624418, 2012;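 further: loss of luciferase light is scored as toxicity; potency means the concentration at half of the fitted maximal effect; on the % scale 0 is the no-effect control and ±100 the full control effect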
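A 23 nL compound transfer followed 12 hours of cell culture at 37 deg C; exposure then lasted 24 hr. Luciferase assay detection reagent was dispensed and plates read for luminescence after a 12 min room-temperature wait.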
TDP-43 yeast inh = qHTS of TDP-43 Inhibitors | TDP-43 expressing yeast growth rescue, BacTiter-Glo, 24 h | Potency, µM (titrated, usually from 46.1 µM), inactives show at the top dose growth rescue (activation), hits mostly activators | 410,000 tested, 1.8% active | AID 652104, 2013; further: potency means the concentration at half of the fitted maximal effect; % of control where 0% means no effect; nearly all actives have a fitted effect of over 50% in size
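Luminescence from BacTiter-Glo reports growth of TDP-43-expressing yeast after 24 hr at 30 deg C with compound. Cells were raffinose-pregrown to mid-log, then seeded in galactose medium at OD600=0.02.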
pAkt inh = HTS Assay for Inhibitors of Akt Phophorylation: Primary Screen | Neuro2A IGF-stimulated pAkt S473 HTRF, 20 min; stronger effect = lower value | activity change, % for hits at 50 µM | 360,000 tested, 0.32% active; in the data active means activity change below about -80%; inconclusive means mostly about -51% to -80%; further: on the % scale 0 is the no-effect control and ±100 the full control effect
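Neuro2A cells (4,500/well, DMEM with 0.5% FBS) were treated with compound at a single 50 µM final concentration, stimulated with 6 nM IGF for 20 min at 37 °C, and lysed. Phospho-Akt Ser473 was read by HTRF as 665/615 ratio ×10^4.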
FUS yeast rescue = qHTS for Suppressors of FUS Proteinopathy: Primary screen using FUS-linked yeast assay | 390,000 tested, 0.24% active | Potency, µM (doses to about 76.6 µM), for inactives: top-dose growth rescue (activation), usual class: activators | S. cerevisiae FUS-expressing, growth rescue, OD600, 24 h;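 further: potency means the concentration at half of the fitted maximal effect; plate controls were DMSO vehicle for no effect and reference control for full effect; nearly all actives have a fitted effect of over 55% in size; some results filed as inactive show a strong effect at the top dose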
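Compound concentration series was pinned onto galactose-induced FUS-expressing yeast seeded at OD 0.005. Plates sat 24hr at 30C; absorbance at 600 nm gave growth. DMSO served as background control.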
aSyn rescue = qHTS of alpha-syn Inhibitors; Yeast expressing alpha-synuclein, growth rescue, BacTiter-Glo, 24 h; Potency, µM (titrated, usually from 46.1 µM), for inactives: at the top dose growth rescue (activation), actives largely listed as activators; 370,000 tested, 0.14% active; AID 652106, 2013; further: potency means the concentration at half of the fitted maximal effect; % of control where 0% means no effect; nearly all actives have a fitted effect of over 65% in size
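Readout is rescue of growth in alpha-synuclein-expressing yeast, so inhibitors of toxicity appear as activators. Growth after 24 hr at 30 deg C in galactose medium is quantified by luminescence.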
PTHR1 agonist = qHTS for PTHR1 Agonists: Primary Screen. Parathyroid hormone/parathyroid hormone-related peptide receptor (Homo sapiens), Q03431. Potency, µM (top dose mostly 115 µM), without a hit: top-dose activation, usual class: activators. AID 743266, 2014. 410,000 tested, 0.075% active. HEK293 GP2 PTHR1 cells, GloSensor cAMP luminescence, 1 h; further: potency means the concentration at half of the fitted maximal effect; nearly all actives have a fitted effect of over 55% in size; some results filed as inactive show a strong effect at the top dose; inactives centre near -15; many of its hits are not listed in these tables
Target sequence (Q03431 whole entry, looked up): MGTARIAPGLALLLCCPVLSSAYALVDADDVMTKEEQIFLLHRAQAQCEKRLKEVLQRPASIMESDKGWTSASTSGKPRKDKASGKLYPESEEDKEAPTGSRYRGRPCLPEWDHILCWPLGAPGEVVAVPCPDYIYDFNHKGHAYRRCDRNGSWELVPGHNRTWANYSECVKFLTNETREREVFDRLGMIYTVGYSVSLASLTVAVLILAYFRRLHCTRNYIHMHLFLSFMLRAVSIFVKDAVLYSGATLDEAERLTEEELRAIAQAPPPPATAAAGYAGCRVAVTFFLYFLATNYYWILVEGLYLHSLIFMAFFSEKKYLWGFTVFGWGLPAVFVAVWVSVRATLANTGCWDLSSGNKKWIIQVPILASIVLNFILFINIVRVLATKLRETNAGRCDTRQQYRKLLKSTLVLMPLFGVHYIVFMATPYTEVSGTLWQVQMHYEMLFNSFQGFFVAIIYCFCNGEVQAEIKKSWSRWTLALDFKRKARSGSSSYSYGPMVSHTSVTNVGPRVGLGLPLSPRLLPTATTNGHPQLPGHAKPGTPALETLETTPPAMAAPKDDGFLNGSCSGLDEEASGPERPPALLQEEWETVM
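HEK-293-derived GP2 cells expressing PTHR1 and a GloSensor cAMP reporter, 3,000/well, plated overnight, given luciferin plus IBMX (each 0.5 mM as added) for 1 h at 37 °C, then compound for 1 h at 37 °C. Luminescence was read after 15 min at room temperature.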
Abeta rescue = qHTS for compounds that reverse cellular toxicity of Amyloid beta (A-beta) peptide in yeast: Primary Screen. yeast expressing A-beta42, growth rescue, OD600, 48 h; response scale: 0% DMSO, 100% iron-clioquinol control. Potency, µM (highest dose often 46.1 µM), inactives show top-dose growth rescue, hits mostly activators. 410,000 tested, 0.063% active. AID 1347071, 2019; further: potency means the concentration at half of the fitted maximal effect; nearly all actives have a fitted effect of over 55% in size
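Yeast growth medium received pinned compounds, then yeast cells expressing toxic A-beta were added; plates incubated at 30 C for 48 hr. Growth read as absorbance at 600 nm, normalized to DMSO and equimolar FeCl3 plus clioquinol controls.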
The depositor's hits bear a star; i = inactive; u = inconclusive; x = no result given; [ ] = dose if it differs, or a comment. Unless noted, the call rests on the fitted dose curve; in most records, active means well fitted curve in the direction sought with a large enough effect; inconclusive means small, poorly fitted or top-dose-only effect, or another doubt; inactive means no such curve, though single readings can be large; an effect the other way counts as inactive or inconclusive.

SMILES | GLP1R inv ag | MmCpn inh | HEK293 tox | TDP-43 yeast inh | pAkt inh | FUS yeast rescue | aSyn rescue | PTHR1 agonist | Abeta rescue
COc1ccccc1-n1c(Cc2cccs2)n[nH]c1=S | -5% | 1% | 3% | -18% | i | 17% | -4% | -4% | -4%
Cn1cc(CN2CCc3c([nH]c4ccccc34)C2C2CCCCC2)cn1 (configuration not stated) | -20%[7.66 µM] | u | 5%[7.66 µM] | 3%[9.22 µM] | i | 39% | 1% | -27% | 0%
CCN(CC)S(=O)(=O)c1ccc(Cl)c(NC(=O)CCCCl)c1 | u | 2% | -2% | -3% | i | 45% | 15% | -14% | 10%
O=C(c1ccc(Cl)cc1)c1oc2ccccc2c1CS(=O)c1ccc(Cl)cc1 (configuration not stated) | 0% | -1% | -1% | -14% | i | 12% | 8% | -24%[57.5 µM] | 21%
CCN(Cc1ccccc1)Cc1c(O)ccc2c(=O)c(-c3ccc(Cl)cc3)coc12 | 5% | x | -5% | 6% | x | 0% | x | i | -38%[inhibitor]
COc1cc(NC(=S)N2CCCC(C)C2)c(OC)cc1Cl (configuration not stated) | -24% | -1% | -19% | u | i | 11% | 12% | -4% | 18%
CCOc1ccc(-n2c(SCC(=O)N3CCCCC3)nc3c([nH]c4ccccc43)c2=O)cc1 | 15% | x | 4% | 12% | x | -16% | u | 0% | -10%
COc1cc(OC)cc(C(=O)Nn2cc(C(=O)Nc3c(F)cccc3F)c3ccccc3c2=O)c1 | 0% | -1% | -1% | -18% | i | x | 0% | i | -12%
Cc1ccc(NC(=O)C2CCN(c3ncccn3)CC2)cc1F | 3% | x | 2% | u | x | 4% | x | -18% | -4%
CCNc1nc(C23CC4CC(CC(C4)C2)C3)cs1 | 2.8µM* | -1% | -28% | 2% | i | 18% | 1% | -77%[inhibitor] | 14%
Cc1ccc(NC2SC(=O)N(Cc3cccc(C(=O)O)c3)C2=O)c(C)c1 (configuration not stated) | -16% | -1% | -4% | 7% | i | 1% | 2% | -30% | 9%
COc1ccc(-c2nnn(CC(=O)N(Cc3ccccc3Cl)C(C(=O)NCC3CCCO3)c3ccco3)n2)cc1 (configuration not stated) | 3% | 1% | -8% | 9% | i | 19% | 7% | -3%[57.5 µM] | -5%
CC1=CC(C)(C)N(S(=O)(=O)c2ccc(C)cc2)c2ccc(C)cc21 | u | -1% | u | u | i | 6% | u | i | -29%
O=C(COc1ccc(Cl)cc1)OCC(=O)N1CCCCCC1 | 0% | -2% | -9% | -23% | i | 5% | 0% | -1%[57.5 µM] | -1%
CCOc1ccc(CN2C(=O)c3ccccc3C2C(=O)NC(C)CC)cc1OC (configuration not stated) | 22% | 1% | 2% | -15% | i | 1% | -6% | -6% | -11%
CCCN(CC(=O)Nc1ccc(F)c(F)c1F)C(=O)Cc1ccc(OC)c(S(=O)(=O)N2CCOCC2)c1 | 5% | x | -3% | -6% | i | 12% | -3% | -17% | -20%
Cc1nn(-c2nc3ccccc3n2Cc2ccccc2)c2c1C(=O)CC(C)(C)C2 | 2.2µM* | x | -14% | 0% | i | u | -9% | i | -41%[inhibitor]
O=[N+]([O-])c1cccc(Cn2cnc3c(=S)nc[nH]c32)c1 | 17% | x | 2% | -11% | i | -29% | -2% | i | -1%
CCOC(=O)C1CCN(S(=O)(=O)c2cccc(-c3cn4cccnc4n3)c2)CC1 | 13% | 1% | 12% | -3% | i | 18% | 0% | -16%[57.5 µM] | 0%
Cn1ccnc1C(=O)c1cc(SCC(=O)NCc2ccccc2)nc2ccccc12 | -14% | 0% | u | u | i | 13% | -1% | -2% | 8%
Cc1ccc(S(=O)(=O)N(C)c2ccc(OC(=O)c3cccs3)cc2)cc1C | u | -2% | -35% | -5% | i | 20% | 15% | -16% | -7%
CCOc1cccc(C2c3[nH]c4ccccc4c3CCN2C(=O)Cc2cccc(OCC)c2OCC)c1 (configuration not stated) | u | x | 0% | 23% | x | 7% | x | -36%[inhibitor] | 2%
CCn1ncc([N+](=O)[O-])c1C(=O)Nc1c(C)nn(Cc2ccc(F)cc2)c1C | 13% | 3% | 2% | 2% | i | 18% | 1% | -20% | -14%
CSCCC(N=C(NS(=O)(=O)c1ccccc1)c1ccccc1)C(=O)O (configuration not stated) | 2% | -1% | -8% | 6% | i | -1% | 8% | i | 2%
COc1ccc(C=Nc2cccc3c(=O)[nH][nH]c(=O)c23)c2ccccc12 | -1% | 0% | -9% | -28% | i | 35% | -2% | -70%[inhibitor] | -14%
CSCCC(NC(N)=O)C(=O)Nc1ccc(F)c(Cl)c1 (configuration not stated) | -12% | 0% | -1% | 2% | i | -5% | -2% | i | -5%
Cn1c(CN2CCOCC2)nnc1SCC(=O)Nc1cccc(C(F)(F)F)c1 | 4% | 0% | -4% | -18% | i | 11% | -2% | -19% | -4%
Cc1ccc(S(=O)(=O)N2CCN(C(=O)Cc3ccc4c(c3)OCCO4)CC2)cc1C | u | 1% | 8% | -1% | i | 34% | 0% | i | -2%
Cc1c(Cl)cccc1NC(c1ccc(F)cc1)c1nnc(-c2ccccc2)o1 (configuration not stated) | 8.9µM* | x | 25% | -14% | x | 23% | x | i | -20%
CSc1ccc(CCNC(=O)c2nn(C)c3c2CS(=O)(=O)c2ccccc2-3)cc1 | u | -1% | -10% | 25µM* | x | -6% | 8% | -4% | -14%

The closing 2 records of the section above open the next one:
SMILES | GLP1R inv ag | MmCpn inh | HEK293 tox | TDP-43 yeast inh | pAkt inh | FUS yeast rescue | aSyn rescue | PTHR1 agonist | Abeta rescue
Cc1c(Cl)cccc1NC(c1ccc(F)cc1)c1nnc(-c2ccccc2)o1 (configuration not stated) | 8.9µM* | x | 25% | -14% | x | 23% | x | i | -20%
CSc1ccc(CCNC(=O)c2nn(C)c3c2CS(=O)(=O)c2ccccc2-3)cc1 | u | -1% | -10% | 25µM* | x | -6% | 8% | -4% | -14%
OCC[C@@H]1C[C@H](O)[C@@H](O)[C@]2(CCc3ccccc3CO2)O1 | 6% | 2% | 3% | 6% | i | -29% | -1% | i | -7%
CC1(C(=O)NS(=O)(=O)c2ccc(F)cc2F)CCN1C(=O)C1CCCCC1 (configuration not stated) | -1% | x | 10% | 4% | i | -11% | 2% | u | 0%
CCC1CCCCN1C(=O)c1ccc2c(c1)N(Cc1cccc(Cl)c1)C(=O)c1ccccc1S2(=O)=O (configuration not stated) | 9% | x | 10% | 10% | x | 7% | x | -12% | -3%
CCOC(=O)c1ccc(NC(=O)c2cc(=O)[nH]c3ccccc23)cc1 | 6% | -1% | -24% | 12% | i | -23% | 1% | i | 1%
CCc1ccc2c(c1)C(c1ccncc1)=NNC(c1ccccc1)=N2 | -10% | -1% | 0% | 1% | i | -22% | 0% | i | 12%
CCc1ccccc1NC(=O)Nc1cnccn1 | 9% | -1% | -8% | 7% | i | 9% | -9% | i | -16%
CC(=O)N1CCN(c2ccc(NC(=O)c3ccc4c(c3)OCCO4)cc2)CC1 | 3% | -7% | -7% | -8% | i | 0% | -4% | -1%[57.5 µM] | -4%
CC(=O)c1cccc(NC(=O)c2oc(=O)c3ccccc3c2-c2ccccc2)c1 | -6% | x | -4% | 15% | x | -3% | x | i | -10%
Cc1ccc(-c2csc(NC(=O)CCNC(=O)c3ccccc3Cl)n2)cc1 | u | -3% | -15% | 9% | i | -14% | 3% | -34%[inhibitor] | 2%
CCCCCOC(=O)Nc1ccc(S(=O)(=O)Nn2cnnc2)cc1 | 0% | 0% | -16% | -31%[inhibitor] | i | -4% | -1% | -9% | -7%
COc1ccc(C(=O)NC(=S)Nc2ccc3c4c(cccc24)CC3)cc1OC | 10% | 3% | 6% | -15% | i | 32% | 5% | -22% | 12%
COc1cccc(CN2CCC2(C)C(=O)Nc2ccc(C)cc2)c1F (configuration not stated) | -18% | x | 5% | 6% | i | -33% | -6% | -33%[inhibitor] | -4%
Cc1cc(SCNC(=O)c2ccccc2)ncn1 | -18% | 0% | -4% | -2% | i | -11% | 3% | i | 21%
CCCn1c(SCC(=O)c2cc(C)ccc2C)n[nH]c1=O | -26% | 0% | 14% | -8% | i | 7% | -6% | -16%[57.5 µM] | 21%
COc1cc(/C=N/NC(=O)/C(=C\c2ccc([N+](=O)[O-])cc2)NC(=O)c2ccccc2)cc(OC)c1O | 27% | -1% | 2% | -4% | i | u | -1% | -17% | -1%
Cc1cc(NC(=O)CSCC(=O)N(C)Cc2c(F)cccc2Cl)no1 | -10% | 0% | -8% | 5% | i | 2% | 6% | i | 9%
CCOC(=O)c1c(-c2ccc(C)s2)csc1N | u | -8% | 3% | -92%[inhibitor] | i | 9% | 2% | 4% | 18%
C[C@H]1CN([C@@H](C)CO)C(=O)Cc2cc(NC(=O)CCC(F)(F)F)ccc2O[C@H]1CN(C)S(=O)(=O)c1ccc(Cl)cc1 | u | 0% | -21% | 9% | i | 31% | -1% | i | 3%
COc1ccccc1NC(=O)Cc1nnc(SCC(=O)Nc2ccc(F)cc2F)n1C | -6% | -1% | -3% | -7% | i | 7% | 3% | i | 8%
Cc1cccc(NC(=O)COC(=O)c2cccc3c2C(=O)c2ccccc2C3=O)c1C | -1% | 0% | u | 17% | i | 21% | 0% | -48%[inhibitor] | -2%

Only part of the results is shown; count on the stated rates, not on these rows.
